# Compound activity: PubChem, National Center for Advancing Translational Sciences (NCATS)
# PI4K2A block – blocks human PI4K2A kinase activity | Q9BTU6 | purified PI4K2A, ADP-Glo luminescence, 1 h; stronger effect = lower value | activity change, negative = inhibition, % at 76.9 µM | hit rate 0.13% among 420,000 | AID 1346378; in the data active = activity change below about -50%; inconclusive = mostly about -30% to -49%;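 note: -100% = wells without enzyme as full effect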
#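 ADP-Glo luminescence measured ADP generated by PI4K2A enzyme (4 ug/mL before mixing) with 1.2 mM PI substrate (pre-mix) and 300 microM ATP (pre-mix). Tris pH7.5 buffer with MgCl2, Triton X-100; 1 h reaction at ambient temperature.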
# TrxR1 substrate – rat thioredoxin reductase 1 substrate activity | Potency, µM (top dose mostly 114 µM), for inactives: at the highest dose activity change, negative = substrate turnover | purified TrxR1 substrate turnover, NADPH consumption readout | hit rate 0.01% among 390,000 | AID 588456; note: potency is the fitted concentration of half-maximal effect; % is set by controls: 0 for no effect and ±100 for the full control effect; nearly all actives have a fitted effect of over 50% in size
#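 Rat TrxR1, dispensed at 90 nM, was prereduced with 400 uM NADPH (final) for 5 min at ~22 deg C, then incubated with compound 15 min before 400 uM selenite. A first-read NADPH fluorescence drop versus no-compound background flagged substrates.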
# HP1b binding inh – HP1-beta chromodomain-methylated histone interaction inhibition; AlphaScreen HP1-beta / biotin-H3K9me3 peptide binding; Potency, µM (doses to about 114 µM), for inactives: at the top dose activity change, negative = inhibition, usual class: inhibitors; AID 540317; hit rate 0.56% among 390,000; note: potency is the fitted concentration of half-maximal effect; nearly all actives have a fitted effect of over 70% in size; inactives centre near 23
# Target sequence (P83916 whole entry, looked up): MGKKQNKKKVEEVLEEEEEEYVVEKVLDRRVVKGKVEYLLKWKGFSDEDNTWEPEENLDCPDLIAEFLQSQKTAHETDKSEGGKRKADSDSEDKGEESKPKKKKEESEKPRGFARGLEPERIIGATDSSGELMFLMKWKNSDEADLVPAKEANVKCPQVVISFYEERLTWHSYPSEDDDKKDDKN
#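 AlphaScreen: HP1-beta (50 nM) preformed 30 min with biotin-H3(1-18)K9me3 peptide (50 nM) in PBS pH 7.4, 0.01% Tween-20. Compound added for 30 min at RT, then streptavidin donor/nickel chelate acceptor beads (10 ug/mL) for 30 min.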
# PGK inhibitor – T. brucei PGK inhibition | P07378 | PGK/GAPDH coupled, Kinase-Glo luminescence, 60 min | Potency, µM (titrated, usually from 57.5 µM), for the others: at the highest dose activity change, negative = inhibition, usual class: inhibitors | hit rate 0.043% among 380,000 | AID 602233; note: potency is the fitted concentration of half-maximal effect; % is set by controls: 0 for no effect and ±100 for the full control effect; nearly all actives have a fitted effect of over 60% in size
#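 Recombinant glycosomal PGK reaction used 1,3-bisphosphoglycerate generated in-well by GAPDH (100nM final) in 100mM TEA pH 7.6, 5mM MgCl2, 0.01% Tween-20. After 60 minutes at room temperature, ATP was read by Kinase-Glo Plus luminescence end-point.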
# rTrxR1 inhibitor – inhibitors of rat thioredoxin reductase 1 | O89049 | AID 588453 | hit rate 1% among 390,000 | Potency, µM (doses to about 114 µM), without a hit: at the highest dose activity change, negative = inhibition, most hits filed as inhibitors | recombinant rTrxR1, NADPH fluorescence consumption, selenite substrate; note: potency is the fitted concentration of half-maximal effect; % is set by controls: 0 for no effect and ±100 for the full control effect; nearly all actives have a fitted effect of over 65% in size
#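 Rat TrxR1 (90 nM in the dispensed reagent) was pre-reduced with 400 uM NADPH for 5 min at room temperature, then incubated with compound for 15 min. After 400 uM selenite was added, NADPH fluorescence (Ex 340/Em 450 nm) was followed for 8 min.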
# GLS inh – blocks human kidney-isoform glutaminase activity | O94925 | GLS enzymatic activity, qHTS titration | Potency, µM (highest dose often 45.5 µM), without a hit: at the top dose activity change, negative = inhibition, most hits filed as inhibitors | hit rate 0.21% among 410,000; note: potency is the fitted concentration of half-maximal effect; % is set by controls: 0 for no effect and ±100 for the full control effect
#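 hKGA in 45 mM KH2PO4 (pH 8.2), 0.02% Tween-20 with compound, then 1mM L-Glutamine (stock as added) plus glutamate oxidase/HRP/Amplex red coupling mix. Fluorescence read initially and after 30 min at RT; signal change reflects glutamate formation.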
# USP1 inh – inhibitors of human USP1/UAF1 deubiquitinase. hit rate 0.23% among 390,000. O94782. Potency, µM (top dose mostly 57.1 µM), without a hit: at the top dose activity change, negative = inhibition, hits mostly inhibitors. recombinant USP1/UAF1, Ub-Rhodamine cleavage fluorescence; note: potency is the fitted concentration of half-maximal effect; % is set by controls: 0 for no effect and ±100 for the full control effect; nearly all actives have a fitted effect of over 60% in size; inactives centre near -12
# Target sequence (O94782 whole entry, looked up): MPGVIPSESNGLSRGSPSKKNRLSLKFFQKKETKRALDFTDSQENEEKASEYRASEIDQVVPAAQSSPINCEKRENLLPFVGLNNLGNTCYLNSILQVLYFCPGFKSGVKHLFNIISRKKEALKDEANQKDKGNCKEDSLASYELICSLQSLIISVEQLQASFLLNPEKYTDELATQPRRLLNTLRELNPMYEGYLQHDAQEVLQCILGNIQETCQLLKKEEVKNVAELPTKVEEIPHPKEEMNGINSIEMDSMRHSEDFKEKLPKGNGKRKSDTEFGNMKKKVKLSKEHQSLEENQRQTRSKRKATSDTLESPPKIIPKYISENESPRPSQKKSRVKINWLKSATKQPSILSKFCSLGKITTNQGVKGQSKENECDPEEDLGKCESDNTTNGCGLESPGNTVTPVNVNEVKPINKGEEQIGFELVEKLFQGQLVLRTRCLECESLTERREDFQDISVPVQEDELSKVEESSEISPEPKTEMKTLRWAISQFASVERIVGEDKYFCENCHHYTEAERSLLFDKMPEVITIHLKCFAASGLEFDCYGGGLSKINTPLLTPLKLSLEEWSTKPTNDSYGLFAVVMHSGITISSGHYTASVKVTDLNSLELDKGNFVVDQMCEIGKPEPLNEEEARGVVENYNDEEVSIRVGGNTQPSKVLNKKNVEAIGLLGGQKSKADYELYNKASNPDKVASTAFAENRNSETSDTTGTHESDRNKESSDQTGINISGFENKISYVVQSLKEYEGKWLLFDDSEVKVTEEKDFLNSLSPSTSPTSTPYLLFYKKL
#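 Step one: compound is pinned into 1nM USP1/UAF1 in HEPES pH 7.8 buffer with TCEP. Step two: 15 min room-temperature incubation. Step three: Ub-Rho (150nM final) starts cleavage, tracked by fluorescence over six one-minute reads.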
# mIDH1 inhibitor – inhibitors of human mutant IDH1 R132H; O75874; IDH1-R132H enzyme, NADPH consumption, diaphorase/resazurin fluorescence; Potency, µM (series often up to 76.6 µM), for inactives: at the highest dose activity change, negative = inhibition, most hits filed as inhibitors; hit rate 0.093% among 390,000; note: potency is the fitted concentration of half-maximal effect; % is set by controls: 0 for no effect and ±100 for the full control effect; nearly all actives have a fitted effect of over 65% in size
#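 IDH1-R132H (0.5 ug/mL dispensed) in pH 7.5 Tris buffer was preincubated 30 min with compound, then given a substrate mix of 0.016 mM NADPH and 2 mM alpha-KG for 80 min at room temperature; remaining NADPH was read by diaphorase/resazurin fluorescence.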
# Pin1 inhibitor – blocks the human prolyl isomerase Pin1; hit rate 0.009% among 390,000; Q13526; Potency, µM (highest dose often 115 µM), without a hit: top-dose activity, negative = inhibition, hits mostly inhibitors; Pin1 FP peptide displacement, HiFluor488, 10 min; AID 504891; active = well fitted inhibition curve with a large enough effect in the polarisation, with a control signal flat, not every such curve was filed as active; inconclusive = small, poorly fitted or top-dose-only effect, or effect the other way, or a change in a side signal; inactive = no such curve, though single readings can be large or run the other way; the % refers to the polarisation; note: potency is the fitted concentration of half-maximal effect; % is set by controls: 0 for no effect and ±100 for the full control effect
# * hit, by the source's call; i = inactive; ? = inconclusive; . = not tested or not shown; [ ] = remark or other dose. Unless noted, calls come from the whole dose curve; as a rule, active = well fitted curve in the direction sought with a large enough effect; inconclusive = small, poorly fitted or top-dose-only effect, or another doubt; inactive = no such curve, though single readings can be large; an effect the other way counts as inactive or inconclusive. This is a subset; count on the stated rates, not on these rows.
# A first look:
SMILES,PI4K2A block,TrxR1 substrate,HP1b binding inh,PGK inhibitor,rTrxR1 inhibitor,GLS inh,USP1 inh,mIDH1 inhibitor,Pin1 inhibitor
NC(=O)C1CCN(C(=O)c2cccc3ccccc23)CC1,5,1%,35%,-2%,12%,-7%,-6%,-2%,1%
CNNC(=O)C(=O)NNS(=O)(=O)c1ccccc1,6,-6%,29%,-6%,-4%,31%[activator],-17%,-15%,-12%

# All compounds of this part, from the first entry:
SMILES,PI4K2A block,TrxR1 substrate,HP1b binding inh,PGK inhibitor,rTrxR1 inhibitor,GLS inh,USP1 inh,mIDH1 inhibitor,Pin1 inhibitor
NC(=O)C1CCN(C(=O)c2cccc3ccccc23)CC1,5,1%,35%,-2%,12%,-7%,-6%,-2%,1%
CNNC(=O)C(=O)NNS(=O)(=O)c1ccccc1,6,-6%,29%,-6%,-4%,31%[activator],-17%,-15%,-12%
CC(C)N(CC#CC(O)(c1ccccc1)c1ccccc1)C(C)C,0,6%[57.1 µM],8%,i,8%[57.1 µM],-5%,-10%,5%,6%
COc1cccc(-c2cc(C(=O)NCCc3ccccc3)no2)c1,-3,5%[57.1 µM],26%,-13%,8%[57.1 µM],-9%,-16%,1%,-2%
Nc1nonc1-c1nc2ccccc2n1Cc1ccc(F)cc1Cl,-3,-4%[57.1 µM],46%[activator],5%,-8%[2.29 µM],1%,4%,-2%,30%[activator]
CC1CCCN(CCCOc2ccccc2-c2ccccc2)C1 (centres undefined),4,11%[57.1 µM],?,i,25%[57.1 µM],-19%,-9%,0%,-7%
CC(C)C(c1nnnn1C1CCCC1)N1CCCCC1 (centres undefined),1,-6%,41%[activator],i,-3%,-3%,-14%,8%,-3%
CCOc1ccc(C(=O)Nn2cnnc2)cc1OCC,0,-13%,27%,-2%,-12%,1%,-12%,16%,-4%
COc1ccccc1-n1c(SCC(=O)Nc2ccccc2C)nc(O)cc1=O,7,2%[57.1 µM],24%,0%,5%[57.1 µM],-4%,-17%,1%,5%
C/C(=N\NS(=O)(=O)c1ccc([N+](=O)[O-])cc1)c1ccc(NC(=O)c2ccco2)cc1,-3,2%[57.1 µM],12%,6%,8%[57.1 µM],-1%,-13%,-1%,1%
CCN(CC)S(=O)(=O)c1ccc(Br)c(OC)c1,2,6%,50%,-7%,11%,-10%,-15%,7%,-4%
Oc1ccc(Br)cc1C1C=C(c2ccc3c(c2)OCO3)NC(c2c(F)cccc2Cl)N1 (centres undefined),.,0%,-5%,.,-7%,.,.,.,-2%
O=C(CSc1n[nH]c(-c2ccccn2)n1)Nc1ccc(Cl)cc1,6,-1%,56%[activator],i,11%,0%,-17%,3%,-9%
CCOc1ccc(NC(=O)NC2CCCc3ccccc32)cc1 (centres undefined),-1,1%,24%,9%,14%,5%,-5%,-1%,3%
CCn1c(SCC(=O)Nc2ccccc2C)nc2nc3c(cc2c1=O)COC(C)(C)C3,2,1%,29%,-5%,11%,-2%,-14%,-27%,-1%
Cc1cnc(NC(=O)C2CCCO2)s1 (centres undefined),7,8%[57.1 µM],33%[activator],-2%,19%[57.1 µM],-1%,-11%,1%,-5%
COc1ccc(-c2cc(C(F)(F)F)nc(SCCC(=O)Nc3cc(C)ccc3O)n2)cc1,0,8%,44%[activator],3%,2%,3%,-20%,-15%,-2%
COc1cc(C(=O)N2CCC(O)(c3ccccc3)CC2)cc(OC)c1OC,4,8%,31%[activator],4%,21%,2%,-26%,-1%,8%
Sc1nnc(-c2ccc(Cl)cc2)n1Cc1ccccc1,2,10%,43%,-2%,-1%,-9%,?,2%,14%
O=C(O)C(F)=C1c2ccccc2-c2ccccc21,-5,-22%[57.1 µM],17%,-9%,-6%,-27%,1%,2%,-2%
COc1ccc(C(CNC(=O)Cc2ccccc2Cl)N2CCCCC2)cc1 (centres undefined),-4,11%,47%[activator],-7%,17%,8%,-6%,6%,-12%
CS(=O)(=O)Nc1ccc(C(=O)CSc2nnc(C3CC3)n2C2CC2)cc1,0,0%,7%,-8%,-18%,4%,-19%,10%,-6%
COCC(C)NC(=O)COc1ccc(Cl)cc1Cl (centres undefined),3,5%[57.1 µM],23%,3%,6%[57.1 µM],15%,-6%,-2%,-1%
O=C(c1ccc2c(c1)OCCO2)N(Cc1cccnc1)c1nc2c(Cl)cccc2s1,2,-6%[57.1 µM],3%[57 µM],i,11%[57.1 µM],-12%,-19%,-24%,31%[activator]
Cc1ccc(Cl)cc1Nc1nc(-c2sc(NC(=O)c3ccco3)nc2C)cs1,-15,-8%[57.1 µM],23%,i,14%[57.1 µM],0%,-33%,9%,25%
# Additional results
SMILES,PI4K2A block,TrxR1 substrate,HP1b binding inh,PGK inhibitor,rTrxR1 inhibitor,GLS inh,USP1 inh,mIDH1 inhibitor,Pin1 inhibitor
CCc1ccc(CN(C)C(=O)C2CCC(=O)N(Cc3ccccn3)C2)cc1 (centres undefined),7,7%,41%[activator],-1%,8%,1%,-23%,2%,2%
COc1ccc(CCn2c(=N)c(C(=O)NCC3CCCO3)cc3c(=O)n4cccc(C)c4nc32)cc1 (centres undefined),-7,14%,37%[activator],-9%,6%,1%,-13%,0%,10%
CN(C(=O)COc1ncnc2ccc(Br)cc12)C1CCCCC1,1,.,.,-10%,.,2%,?,3%,.
Cc1csc(NC(=O)NCC2CCCC(CNC(=O)Nc3nc(C)cs3)C2)n1 (centres undefined),5,8%,1%,3%,25%,6%,-10%,3%,1%
Cc1cc(N2CCN(C)CC2)nc2ccc(NC(=S)NCCCN3CCc4ccccc4C3)cc12,0,5%,-7%,5%,-15%,-23%,-21%,2%,8%
COc1ccc(-c2nc(N)nc(C(F)(F)F)c2-c2cscn2)c(O)c1,4,2%,74%[activator],-10%,18%,2%,-12%,0%,-10%
CC(C)CN1C=C2C(=O)C(C)(OC(=O)C3CCCC3)C(=O)C=C2C=C1c1ccsc1 (centres undefined),-10,3%[57.1 µM],-6%,2%,2%[57.1 µM],1%,-2%,6%,-15%
COc1ccc(CNC(=O)CSc2ccsc2[N+](=O)[O-])cc1,-12,1%,11%,i,?,6%,-23%,4%,-2%
O=C(CSc1ccccc1C(=O)O)Nc1cccc(C(=O)O)c1,0,0%[57.1 µM],36%,-6%,2%[57.1 µM],-1%,-13%,0%,1%
Cc1ccsc1C(=O)OCc1nc2ccsc2c(=O)[nH]1,1,-13%,13%,i,-15%,8%,-5%,11%,-2%
CCOC(=O)C1CCCN(C(=O)CSc2ccccc2)C1 (centres undefined),-1,-6%,25%,-4%,-3%,-4%,-9%,3%,-4%
Cc1cccc(NC(=O)C2CCCN(S(=O)(=O)c3cccc4nsnc34)C2)n1 (centres undefined),2,-5%,8%,6%,-9%,6%,-3%,3%,6%
COc1ccccc1NS(=O)(=O)c1ccccc1C#N,-2,10%,13%,5%,5%,-23%,?,6%,2%
CC(C)[C@H](NC(=O)NC1CCN(Cc2ccccc2)CC1)C(=O)O,1,5%,-15%,-5%,14%,2%,-14%,-1%,1%
COc1ccc(C(=O)/C=C\N2CCOCC2)cc1,1,6%[57.1 µM],25%,8%,-15%[57.1 µM],8%,-8%,-3%,6%
O=C(NCCCNC(=O)c1ccc(-c2cc(Cl)ccc2Cl)o1)c1cnccn1,6,0%[57.1 µM],51%[activator],-2%,-4%[57.1 µM],-4%,-18%,6%,0%
Clc1ccc(Cl)c(Oc2ccc(Oc3nc(Cl)ccc3Cl)cc2)n1,-2,1%,11%,-9%,14%,-2%,-12%,6%,-9%
CC1CN(C(=O)C2CC(=O)N(c3ccc(Cl)cc3)C2)CC(C)O1 (centres undefined),-4,7%,22%,-6%,37%[activator],-8%,-6%,-8%,1%
CCOC1=C/C(=C/c2c(N)n3nc(-c4ccccc4)sc3nc2=O)C=CC1=O,2,-8%[57.1 µM],1%,2%,-7%[57.1 µM],-25%,-6%,-3%,?
Cc1c(CC(=O)O)c(=O)oc2cc3oc4c(c3cc12)CCCC4,5,13%,7%,-6%,?,1%,-8%,9%,-2%
O=C(Nc1ccccc1)NC1CCCCCCC1,-1,8%[57.1 µM],28%,-6%,33%[57.1 µM],-3%,3%,5%,-5%
COc1ccc(C(=O)O)nc1C,1,9%[57.1 µM],0%,-8%,19%[57.1 µM],0%,-25%,-1%,?
CCOc1ccccc1C(=O)OCC(=O)NCCc1ccc(OC)cc1,-2,-9%,20%,0%,-13%,5%,-19%,0%,-14%
CCOC(=O)C(NC(=O)c1ccccc1)(OCC1(CC)COC1)C(F)(F)F (centres undefined),3,9%,37%,-20%,23%,-3%,-7%,2%,10%
Cc1onc(-c2ccccc2)c1C(=O)Nc1nnc(C(C)(C)C)s1,3,3%,33%,-7%,15%,-4%,-11%,-3%,-1%
O=C1C2CC=C(Cl)CC2C(=O)N1CCc1ccccc1 (centres undefined),6,11%,10%,-2%,-32%,-3%,?,5%,?
O=C(COc1ccc(Cl)cc1)NC(=S)Nc1ccccc1N1CCOCC1,-1,-8%,16%,-11%,-11%,15%,-24%,4%,19%
CCc1ccc(S(=O)(=O)c2c(C(=O)c3ccccc3)cnc3ccc(CC)cc23)cc1,-3,4%,10%,-10%,13%,2%,-16%,-1%,2%
Cc1ccc(C(=O)Nc2ccc(F)cc2)cc1S(=O)(=O)N1CCOCC1,-2,-2%[57.1 µM],27%,9%,9%[57.1 µM],3%,-20%,2%,-2%
